Screens deposited in PubChem BioAssay by The Scripps Research Institute Molecular Screening Center.
TAAR1 antagonist – human TAAR1 antagonists, primary screen, Fluo-8 calcium fluorescence, CHO RD-HGA16 cells; antagonist; Trace amine-associated receptor 1 (Homo sapiens), Q96RJ0; inhibition, % at 3 µM; AID 624466, 2012; actives 1.5% (n = 360,000);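 active = inhibition above a per-plate cutoff, the mean inhibition of test compounds on that plate plus 3 SD, cut at about 49% in these data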;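 note: 0% = DMSO plus EC80 beta-PEA response and 100% = DMSO alone without agonist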
Target sequence (Q96RJ0 whole entry, looked up): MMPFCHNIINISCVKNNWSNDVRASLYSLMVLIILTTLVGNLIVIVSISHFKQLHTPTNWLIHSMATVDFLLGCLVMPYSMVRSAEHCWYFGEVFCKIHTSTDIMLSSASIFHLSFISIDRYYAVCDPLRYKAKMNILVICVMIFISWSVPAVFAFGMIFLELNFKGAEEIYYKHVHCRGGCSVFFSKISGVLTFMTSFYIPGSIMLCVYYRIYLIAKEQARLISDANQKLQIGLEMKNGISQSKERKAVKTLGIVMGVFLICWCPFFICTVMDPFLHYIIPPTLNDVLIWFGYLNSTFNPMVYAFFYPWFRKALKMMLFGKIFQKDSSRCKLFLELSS
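System: RD-HGA16 CHO cells with stable hTAAR1 and Gα16 | Probe or stimulus: EC80 β-phenethylamine stimulus | Dosing: 3 µM, single point | Times: Dye loading 75 min at 37 °C, then 30 min room temperature | Measured by: Fluo-8 calcium-sensitive fluorescence | Read-out basis: % inhibition of agonist calcium response | Replicates: n of 1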
TAAR1 ag – human TAAR1 agonists, primary screen, Fluo-8 calcium fluorescence, CHO RD-HGA16 cells; AID 624467, 2012; actives 0.99% (n = 360,000); vehicle wells 0%, saturating PEA agonist 100%; activation, % at 3 µM;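 active = activation above the mean activation of all test compounds in the run plus 3 SD, cut at about 38% in these data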
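Test system: RD-HGA16 (CHO) cells co-expressing Gα16 and hTAAR1; dosing: one-point dosing at 3 µM (nominal); timing: 17-24 h seeding, 75 min 37 °C dye, 30 min RT; signal: kinetic Fluo-8 calcium fluorescence; read-out basis: % activation relative to PEA EC100 response; controls: DMSO and PEA EC100; replicates: n 1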
M1 ag parental – counter-screen for M1 agonists: effect in parental CHO-K1 cells; AID 602248, 2012; Fluo-8 calcium fluorescence; scaled to maximal ATP response, vehicle zero; actives 0.48% (n = 360,000); activation, % at 3 µM; in the data active = activation above about 15%;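 note: untransfected CHO-K1 host cells lacking M1 receptor as counterscreen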
CHO-K1 Ca PAM – nonselective calcium activators in parental CHO-K1 cells, primary screen, counter-screen for M1 PAM project, cell-based, Fluo-8 calcium fluorescence, full deck, 1536-well; AID 602247, 2012; ATP EC20; 0% at ATP EC20, 100% at ATP max; actives 0.02% (n = 360,000); activation, % at 3 µM;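 active = activation above the run cutoff, the mean activation of all test compounds plus 3 SD, cut at about 40% in these data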;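 note: peak over basal fluorescence ratio in a 140 s read after ATP addition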
CHRM1 antagonist – human M1 muscarinic receptor antagonists, primary screen, CHO-K1 cells, Fluo-8 calcium fluorescence, 1536-well; CHO-K1 hM1, ACh EC80 antagonist; AID 588852, 2011; Muscarinic acetylcholine receptor M1 (Homo sapiens), P11229; inhibition, % at 3 µM; actives 1.3% (n = 360,000);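 active = percent inhibition above its own plate's cutoff, namely the mean of that plate's compound wells plus 3 SD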;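 note: peak over basal fluorescence ratio during 140 s after agonist addition; 0% = ACh EC80 plus DMSO and 100% = DMSO alone without agonist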
Target sequence (P11229 whole entry, looked up): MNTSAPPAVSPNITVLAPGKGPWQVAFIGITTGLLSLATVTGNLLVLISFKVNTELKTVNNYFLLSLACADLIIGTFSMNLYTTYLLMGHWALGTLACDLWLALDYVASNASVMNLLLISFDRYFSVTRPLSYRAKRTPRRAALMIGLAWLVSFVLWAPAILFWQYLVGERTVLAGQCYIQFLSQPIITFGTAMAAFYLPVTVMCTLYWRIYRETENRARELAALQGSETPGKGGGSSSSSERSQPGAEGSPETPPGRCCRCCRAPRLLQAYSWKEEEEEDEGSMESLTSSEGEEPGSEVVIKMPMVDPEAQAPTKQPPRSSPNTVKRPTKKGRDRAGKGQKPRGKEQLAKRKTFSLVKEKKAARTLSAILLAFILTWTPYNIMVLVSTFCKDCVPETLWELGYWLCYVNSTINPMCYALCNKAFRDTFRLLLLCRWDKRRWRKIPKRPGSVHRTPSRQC
OXTR potentiate – human OXTR potentiators, primary screen, fluorescence, CHO-OTR cells, Fluo-8 calcium; Fluo-8 calcium fluorescence, potentiator mode; 0% = oxytocin EC15, 100% = EC100; activation, % at 3 µM; actives 0.061% (n = 320,000); AID 2445, 2010;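 active = activation above that plate's cutoff, the mean activation of tested compounds plus 3 SD, cut at about 6.6% in these data, passing the limit was not always enough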;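 note: 100% uses oxytocin at 75 nM as the full agonist control; some results filed as inactive read as strong as hits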
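Dosing: Single dose, 3.0 µM nominal final compound concentration | Material: Human OTR in CHO cells | Technique: Kinetic Fluo-8 calcium fluorescence | Benchmarks: EC15 oxytocin alone as 0%, 75 nM oxytocin as 100% | Probe or stimulus: Oxytocin at about EC15, sub-maximal agonist stimulus | Incubation: Compound 6 min at room temperature before oxytocin, 100 s read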
CHO parental Ca – ATP-evoked calcium signal inhibitors, parental CHO, primary screen, counter-screen for OX1R antagonist project, cell-based, fluorescence, Fluo-8 calcium dye; parental CHO-K1, ATP-induced calcium, Fluo-8 fluorescence; inhibition, % at 5.6 µM; actives 0.63% (n = 330,000); AID 463079, 2010;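 active = inhibition above that plate's mean sample inhibition plus 3 SD, cut at about 26% in these data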;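 note: 0% = ATP-challenged DMSO wells and 100% = DMSO wells without ATP; some compounds past the cut are filed as inactive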
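Assay system: untransfected parental CHO cell line. Also added: ATP agonist challenge. Dosing: one dose, 5.6 µM nominal. Measured by: Fluo-8 fluorescence. Read-out: % inhibition. Benchmarks: ATP wells versus no-ATP DMSO wells. Repeats: no replicates.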
CHO-K1 Ca antag – nonselective inhibitor or artifact in parental CHO-K1 cells | ATP-induced calcium, Fluo-8 fluorescence | actives 0.6% (n = 360,000) | inhibition, % at 3 µM;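 active = inhibition above a per-plate cutoff, the plate's mean sample inhibition plus 3 SD, cut at about 24% in these data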;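 note: 0% = DMSO plus EC80 ATP and 100% = DMSO alone without ATP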
CHRM1 agonist – human M1 muscarinic receptor agonists, primary screen, Fluo-8 calcium fluorescence, CHO-K1 cells, HTS; Muscarinic acetylcholine receptor M1 (Homo sapiens), P11229; CHO-K1 hM1, agonist mode; 0% DMSO, 100% acetylcholine EC100; activation, % at 3 µM; actives 0.33% (n = 360,000);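 active = activation above the run's mean compound activation plus 3 SD, cut at about 16% in these data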;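 note: peak over basal fluorescence ratio within a 140 s kinetic read after compound addition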
* hit, by the source's call; · = not tested or not shown. Hits appear at their usual frequency, and some 4.2% of all compounds hit somewhere here.

Value order: TAAR1 antagonist | TAAR1 ag | M1 ag parental | CHO-K1 Ca PAM | CHRM1 antagonist | OXTR potentiate | CHO parental Ca | CHO-K1 Ca antag | CHRM1 agonist
1. Cc1ccc(-c2nn(CC(=O)N3CCOCC3)c(=O)c3ccccc23)cc1S(=O)(=O)N(C)C
    -18.5 | -0.4 | 0.2 | -12.2 | -17.5 | -4.2 | -9.2 | 7.3 | -2.3
2. COc1ccc2[nH]c(=O)c(-c3noc(-c4ccc(F)cc4)n3)cc2c1
    2.1 | 12.8 | -0.4 | 0.2 | 6.3 | 0.9 | -2.3 | 4.2 | -4.5
3. N#C/C(=C\c1ccc(-c2ccc(Br)cc2)o1)C(=O)NCCc1c[nH]c2ccccc12
    24.7 | -1.2 | 0.3 | 11.5 | -8.4 | -11.8 | -16.1 | -4.2 | -6.5
4. COc1ccc(NC(=O)N(C)C[C@H]2Oc3ccc(NC(=O)CCN4CCOCC4)cc3C(=O)N([C@@H](C)CO)C[C@H]2C)cc1
    -4.9 | 1.5 | 0.8 | 11.2 | 4.9 | -3.2 | 4.3 | -7.9 | -4.1
5. CCN(CC)S(=O)(=O)c1ccc(N2CCCC2)c(NC(=O)CSCc2c(C)noc2C)c1
    -22.6 | 5.0 | 0.5 | -10.0 | -0.9 | · | · | -7.9 | -4.9
6. O=C(Cn1cnc(S(=O)(=O)N2CCOCC2)c1)Nc1ccc(OC(F)(F)F)cc1
    14.2 | 0.2 | -0.1 | -0.9 | -8.9 | -2.7 | 6.8 | -7.0 | -2.5
7. C=CCNc1n[nH]c(=S)s1
    -15.4 | 3.3 | -0.1 | -5.3 | -17.1 | · | · | -3.1 | -1.6
8. CCOC(=O)NC(=O)/C(C#N)=N/Nc1c(F)cccc1F
    -4.4 | 10.2 | -0.3 | -9.7 | 7.3 | -2.0 | -10.1 | 14.5 | 0.8
9. OCCNC(=S)NCc1ccccc1
    -21.2 | 0.5 | 0.1 | -7.5 | -3.2 | -6.5 | -9.8 | -0.7 | -1.4
10. COc1ccccc1-c1sc2ccccc2c1-c1ccc(OCCN2CCCCC2)cc1
    · | · | 2.7 | 14.6 | -3.9 | · | 20.4 | -4.6 | 0.1
11. COc1ccc(C(CC(=O)O)NC(=O)COc2ccccc2OC)cc1OC (stereo not drawn)
    -2.9 | 0.6 | 0.1 | 12.8 | 7.1 | -11.3 | -9.5 | -9.2 | -2.3
12. Cc1cc(-c2ccc(C)c(S(=O)(=O)N3CCN(C(=O)c4ccco4)CC3)c2)on1
    -4.0 | 8.3 | 5.4 | 15.5 | -8.4 | -4.3 | -16.1 | -9.1 | 0.5
13. CC1(C(=O)O)CCC(C(=O)NC2CCCCCC2)C1(C)C (stereo not drawn)
    22.4 | 4.7 | 0.6 | 14.2 | 2.1 | 7.5 | 4.2 | -4.6 | -3.5
14. COCc1nnc(NC(=O)CCSc2ccccc2)s1
    -9.4 | 6.4 | -0.1 | 7.0 | 5.1 | 2.4 | -3.0 | -5.3 | -3.4
15. Cc1cc(NC(=O)CCCC(=O)OCC(F)(F)C(F)F)cc(C)c1C(=O)O
    -5.8 | 1.9 | 0.6 | 18.9 | -7.3 | -20.7 | 19.4 | -6.6 | -2.1
16. CCC(=NCCc1ccc(OC)c(OC)c1)c1ccccc1O
    4.9 | 18.7 | 0.1 | -3.1 | -11.8 | -8.5 | -1.6 | -0.4 | 1.6
17. CCOc1ccc2nc(N=NC3=C(O)CC(C)(C)CC3=O)sc2c1
    -12.4 | 7.6 | 0.2 | -4.6 | -5.9 | -9.5 | 19.2 | -2.3 | -1.6
18. COc1ccccc1CCC(=O)Nc1ccc2c(c1)c(=O)n(C)n2C
    -27.2 | 0.4 | 0.9 | 22.5 | -7.1 | · | · | -12.1 | -3.7
19. NC(=S)N/N=C1\CCOc2ccc(F)cc21
    -15.0 | 1.7 | 1.7 | 23.7 | -11.7 | -4.2 | 2.7 | -15.8 | -0.7
20. CCOC(=O)c1cc(S(=O)(=O)N2CCN(C3CCCCC3)CC2)cn1C
    -34.7 | 2.2 | 2.7 | 7.3 | -11.4 | -1.8 | 0.2 | -16.6 | -4.9
21. O=C(NCc1ccncc1)Nc1ccc(Cc2ccc(NC(=O)NCc3ccncc3)cc2)cc1
    -21.3 | 0.7 | 2.2 | 7.0 | -17.8 | · | · | -11.4 | -0.8
22. CN(C)CCCN(C(=O)c1ccc(C(=O)c2ccccc2)cc1)c1nc2cc3c(cc2s1)OCCO3
    5.3 | 19.1 | 2.5 | 7.1 | 11.5 | -3.7 | -14.2 | 5.7 | -4.3
23. CC(=O)Nc1cccc(Oc2cc(C#N)c(C#N)cc2N2CCCCCC2)c1
    20.8 | 15.0 | 0.9 | 6.2 | -14.2 | -14.2 | -16.5 | -4.3 | -4.2
24. N#Cc1sc2nc(-c3ccccc3)cc(C(F)(F)F)c2c1N
    21.6 | 0.0 | 0.6 | 2.8 | -4.6 | · | · | -14.9 | -1.8
25. C=CCn1c(CCNC(=O)c2cccs2)n[nH]c1=S
    -0.6 | 1.4 | 0.7 | 23.9 | -11.6 | -1.3 | 2.6 | -11.9 | -5.5
26. Cc1cnc(C(=O)NCCc2ccc(Cl)cc2)cn1
    -3.6 | -0.3 | 1.3 | -17.8 | 15.1 | · | · | -5.0 | -4.2
27. COc1ccc(-c2cc(C(F)(F)F)nc(NCc3cccs3)n2)cc1
    -3.0 | 3.6 | 0.9 | 15.3 | -16.4 | 0.6 | -28.2 | -5.0 | -7.3
28. Cc1ccc(NC(=O)[C@H](Cc2c[nH]c3ccccc23)NC(=O)[C@@H]2Cc3ccccc3CN2)c(C)c1
    1.6 | 36.3 | 2.7 | 8.7 | -1.3 | -8.6 | -11.9 | -9.3 | 7.4
29. COc1cc(CNCc2ccccn2)ccc1OCc1ccccc1Cl
    -5.2 | 16.2 | 2.8 | 14.9 | -0.5 | 0.5 | -8.6 | -2.1 | -7.7
30. c1ccc(N2CCN(c3ncnc4sc5c(c34)CCC5)CC2)cc1
    30.4 | 5.9 | 0.1 | 19.6 | -19.4 | -3.0 | -32.4 | -7.1 | -1.8
31. CC(NC(=O)Cc1ccccc1)C(c1ccccc1)N1CCOCC1 (stereo not drawn)
    9.5 | 3.1 | -0.2 | 18.2 | -6.2 | 5.6 | -3.6 | -8.4 | -10.2
32. CCCCCOc1ccc(C(=O)N(Cc2ccco2)C2CCS(=O)(=O)C2)cc1 (stereo not drawn)
    -9.5 | 10.9 | 1.6 | 8.2 | -6.4 | -2.1 | -12.7 | -8.9 | -3.0
33. COc1ccc(CCNC(=O)Cc2ccc(OC)c(OC)c2)cc1OC
    -35.0 | 8.5 | 0.3 | 5.0 | -9.2 | -0.5 | -2.6 | 5.6 | -0.6
34. CCc1sc(/C=C(/C#N)C(N)=S)cc1[N+](=O)[O-]
    6.9 | 7.1 | 0.6 | 3.6 | 1.4 | · | · | 4.2 | -2.8
35. C=CCn1c(O)c(C=Nc2ccc(Cc3ccncc3)cc2)c(=O)[nH]c1=S
    25.4 | 13.5 | 3.7 | 7.3 | 5.8 | -7.2 | -14.1 | 2.1 | -2.6
36. COC(=O)c1c(NC(=O)CN2CCN(c3ccccc3OC)CC2)c2cc(C)ccc2n1C
    -2.0 | 3.9 | 0.0 | 7.5 | 2.6 | -17.3 | -3.0 | 11.4 | 1.1
37. O=C(N/N=C/c1ccc(O)cc1O)C1CC1
    8.9 | 0.8 | 0.5 | 9.1 | -9.3 | -4.7 | -3.0 | -1.5 | -2.2
38. Cc1ccc(NC(=O)CSc2nccn2Cc2ccco2)c(C)c1
    -23.9 | 2.5 | 1.1 | -7.2 | -11.2 | -5.7 | -0.6 | 2.8 | -3.8
39. COc1ccc(C2=Nn3c(nnc3-c3ccncc3)SC2)cc1OC
    15.6 | 6.3 | 1.0 | 10.7 | -4.2 | 5.0 | -9.0 | 6.6 | -6.5
40. CCC(C)Nc1c2c(nc3c(-c4ccccc4)c(C)nn13)CCC2 (stereo not drawn)
    6.8 | 6.3 | 11.7 | 23.1 | -1.3 | -4.4 | -19.8 | 0.1 | -7.1
41. Cc1nc(NCC2CCCO2)c2oc3ccccc3c2n1 (stereo not drawn)
    5.8 | 7.0 | 2.2 | 4.4 | -6.7 | -2.1 | -14.0 | 3.5 | -2.0
42. Cc1c(N)cc(N)cc1C(=O)O
    -4.9 | 3.4 | 1.0 | -27.6 | 18.9 | 0.0 | 5.1 | 10.4 | -1.5
43. CN(CC(=O)Nc1ccc(F)cc1)C(=O)CSc1nnc(Cc2ccccc2)o1
    -3.0 | 5.3 | 11.1 | 6.9 | -4.2 | -0.3 | -10.4 | -8.5 | -2.8
44. Cc1[nH]c(C)c(S(=O)(=O)NCc2ccc(F)cc2)c1C(=O)N1CCCCC1
    -17.5 | 8.8 | -0.2 | -8.5 | -0.5 | -5.2 | -1.3 | -2.5 | -1.8
45. CCN(CC(=O)Nc1ccc(NC(C)=O)cc1)C(=O)/C=C/c1cn(-c2ccccc2)nc1-c1ccc(C)cc1
    22.5 | 5.7 | 2.9 | 4.8 | -2.5 | -4.8 | -21.5 | -8.8 | -1.7
46. CC(C)Oc1ccc(C(=O)NCc2cccs2)cc1
    4.7 | 10.9 | 2.3 | 11.3 | 5.5 | 2.5 | -4.9 | -4.2 | -3.5
47. CN1CCCN(Cc2cccc3ccccc23)CC1
    -17.4 | 1.9 | 0.3 | 8.4 | 7.0 | -9.7 | -8.7 | -6.0 | -8.9
48. CC1=NN(c2ccc(C)cc2)C(=O)/C1=C\c1ccc(Br)s1
    14.4 | 6.2 | 0.2 | 8.7 | -8.2 | 1.1 | -8.9 | 5.8 | -6.4
